Screening data as filed in PubChem.
PAFAH2 inh: inhibitors of human PAFAH2. Q99487. recombinant PAFAH2, FP-rhodamine activity probe, fluorescence polarization. inhibition, % at 3.39 µM. 0.99% of 340,000 active. AID 492956;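 active = inhibition above the mean over all tested compounds plus 3 SD, cut at about 30% in these data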;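 note: inhibitors block probe labeling of enzyme so polarization drops; 0% = enzyme with DMSO and 100% = wells lacking PAFAH2 protein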
Active calls of the source: *. Only part of the results is shown, so the mix of outcomes need not match the whole.

PAFAH2 inh	smiles
5	O=C(CC1SC(N2CCOCC2)=NC1=O)Nc1ccc(Cl)cc1 (stereo unspecified)
0	COCC(=O)N1CCC(Oc2ccc(C(=O)NCCCC3CCCC3)cc2)CC1
-4	COCc1ccc(C(=O)NC2CCCc3c2cnn3-c2cc(C)cc(C)c2)s1 (stereo unspecified)
6	Cc1cc(C(=O)O)cc(S(=O)(=O)Nc2ccccc2C(=O)NC2CC2)c1C
2	COc1ccc(NC2CCCN(C(=O)c3cccc(N(C)C)c3)C2)cc1 (stereo unspecified)
-5	COc1ccc(-c2cc(C(=O)N/N=C/c3cccnc3)c3ccccc3n2)cc1
15	Cc1ccc(-c2nnc(N3CCOCC3)c3ccccc23)cc1S(=O)(=O)N(C)C
-11	COc1ccc2nc3cc([N+](=O)[O-])ccc3c(NNc3ccc([N+](=O)[O-])cc3)c2c1
5	Cc1nc(CCNC(=O)CC2C(=O)NCCN2Cc2ccccc2)nc2c1CCC2 (stereo unspecified)
-29	Oc1ccc(C[C@H]2CNC(=S)N2CC2CCCN2C[C@H](Cc2ccc(O)cc2)N2C[C@H](Cc3ccccc3)N(CC3CCCCCC3)C2=S)cc1 (stereo partly specified)
3	CCN1C[C@@H]2[C@@H]3C(=O)N(C)C(=O)[C@@H]3[C@](C)(C1=O)N2C(=O)c1ccc(Br)cc1
0	Cc1cn(C(=O)CN2C(=O)c3ccccc3C2=O)c(C)n1
3	CN(C)N1C(=O)c2c(Cl)c(Cl)c(Cl)c(Cl)c2C1=O
6	COc1ccc(-c2csc(NC(=O)C3=COCCO3)n2)cc1OC
-2	O=C(COC(=O)c1ccc2ccccc2c1O)Nc1ccccc1
6	O=C(CC(=O)c1ccccn1)c1ccccc1
3	O=[N+]([O-])c1ccccc1Nc1ccccc1[N+](=O)[O-]
8	CCN(CC)c1ccc(/C=N/NC(=O)c2cnccn2)cc1
4	COC(=O)[C@@]1(Cc2ccccc2)[C@H]2C(=O)N(Cc3ccccc3)C(=O)[C@H]2[C@H]2CN(C)C(=NCc3ccccc3)N21
-2	COC(=O)CCC(C)C1CCC2C3CCC4CC(O)CCC4(C)C3=CC(=O)C12C (stereo unspecified)
-6	CN(C)CCN=c1cc(-c2ccccc2)oc2ccc(Cl)cc12
4	CCc1cccc(C)c1NC(=O)COC(=O)C1CC(=O)N(CCc2ccc(OC)c(OC)c2)C1 (stereo unspecified)
4	Cc1ccc(S(=O)(=O)N2CCN(c3ncnc4sccc34)CC2)cc1C
2	CC(C)Sc1ncnc2[nH]ncc12

An excerpt of these results, as tab-separated lines:
Structure	PAFAH2 inh
CN(C)CCN=c1cc(-c2ccccc2)oc2ccc(Cl)cc12	-6
COc1ccc(NC2CCCN(C(=O)c3cccc(N(C)C)c3)C2)cc1 (stereo unspecified)	2

The list continues:
PAFAH2 inh	smiles
5	CCCCN1CCC(=O)C(C(=O)OCC)=C1C(=O)OCC
6	COc1ccc(-c2cc(C(=O)NN3CCOCC3)c3ccccc3n2)cc1OC
-14	Cc1cc(C)cc(NC(=O)CCN2C(=O)c3ccccc3C2=O)c1
-1	COC(=O)c1ccc(OC)c(CSc2nnc(-c3ccc(C)cc3)o2)c1
-14	O=C1c2cc([N+](=O)[O-])ccc2-c2cc(Br)c(N=C(NO)C(F)(F)F)cc21
2	Cn1c(=O)c([N+](=O)[O-])c(Cl)c2ccccc21
1	Cc1ccc(-c2nnn(CC(=O)NC(=O)NC3CCCCC3)n2)cc1
1	COc1cc2c(cc1OC)C(Cc1cc(OC)c(OC)cc1[N+](=O)[O-])=NCC2
-10	CS(=O)(=O)N(CC(=O)NCc1ccncc1)Cc1ccc(Cl)cc1
1	COc1ccc(C2c3cc4c(cc3OC(N3CCOCC3)C2C)OCO4)c(OC)c1 (stereo unspecified)
-6	O=P(NC1CCCCC1)(c1ccccc1)c1ccccc1
1	O=C(Cc1ccc2c(c1)OCCO2)Nc1cc(Cl)ccc1N1CCOCC1
-1	O=C(NNC(=S)Nc1ccc(C(=O)O)c(O)c1)c1ccncc1
0	CC1CCCCC12NC(=O)N(CC(=O)N1CCc3ccccc3C1)C2=O (stereo unspecified)
3	CCc1ccccc1NC(=O)NNC(=O)CCc1ccc(OC)cc1
1	O=C(c1cc2cc(Br)ccc2[nH]1)N1CCc2ccccc21
2	COc1ccc(S(=O)(=O)NC(C(=O)OCC(=O)Nc2ccc(N3CCOCC3)cc2)C(C)C)cc1 (stereo unspecified)
0	COc1ccc2cc(CNCCOCCOCCNCc3ccc4cc(OC)ccc4c3)ccc2c1
-5	Cc1ccc(CN(C)C(=O)C2CCN(C(=O)Nc3ccccc3)CC2)o1
-5	O=C(O)c1ccccc1C(=O)c1ccc2oc(=O)[nH]c2c1
19	Cc1ccc(SC2=C(N(C)C)C(=O)c3ccccc3C2=O)cc1
6	O=C(COC(=O)c1n[nH]c(=O)c2ccccc12)Nc1ccccc1
27	N#CC(C#N)=C1C=C2C=C(N3CCOCC3)CCC2CC1 (stereo unspecified)
4	CCCCCOc1ccc(C(=O)OCC(=O)Nc2cc(C)on2)cc1
13	Cc1ccc2cc3c(N)c4c(C)ccc(C)c4nc3nc2c1
-1	Nc1nc(SCc2ccccc2)c2ncn(C3CCCCC3)c2n1
1	COc1ccc(OCCCC(=O)OCC(=O)N2CCN(S(=O)(=O)c3ccc(C)cc3C)CC2)cc1
-2	CC(=O)Nc1ccc2c(c1)Cc1c-2cc(Br)c(N)c1Br
1	CC(=O)Nc1cccc(OCC(=O)Nc2cccc(S(=O)(=O)N3CCCC3)c2)c1
14	CCn1c(N2CCN(CC(=O)c3ccc(OC)cc3)CC2)nc2ccccc21
3	NC(=O)c1cccc(N=Cc2cc(Cl)cc(Cl)c2O)c1
7	NC(=O)c1cc(Sc2ccccc2)nc2ccccc12
2	CCc1nc(SCc2ccccc2C#N)n[nH]1
5	Cc1c(Cl)cccc1NC(=O)Nn1cnnc1
-1	CC(=O)N1C[C@H]2CON(C)[C@H]2C[C@H]1c1cccc(-c2ccccc2)c1
-3	CC1CC(C)CN(c2nc3c(c(=O)n(C)c(=O)n3C)n2CCSc2nc3ccccc3o2)C1 (stereo unspecified)
0	CC=CC1OCC(CC)C(CCC)O1 (stereo unspecified)
10	CC(O)CNC1c2ccccc2CC1O (stereo unspecified)
3	COCCCn1c(C)cc(C(=O)COC(=O)C23CC4CC(CC(O)(C4)C2)C3)c1C
-5	CN(C)c1ncnc2c1ncn2-c1ccccc1
4	Cc1cc(CCNC=O)c(C)c2c1oc1ccccc12
1	CCOC(=O)N1CCC(NC(=O)c2ccc3nc(N4CCOCC4)sc3c2)CC1
1	CC[C@]12C(=O)N(C)C[C@H]([C@@H]3C(=O)N(C)C(=O)[C@@H]31)N2C(=O)c1ccc(Cl)c(Cl)c1
2	Cc1ccc(-c2nc3c(c(=O)[nH]c(=O)n3Cc3ccccc3)n2Cc2ccccc2)o1
5	Cc1ccc(S(=O)(=O)N2CCN(C(=O)CN3CCN(c4ccc(O)cc4)CC3)CC2)cc1
-5	Cc1ccc(C)c(OCC(=O)N(Cc2ccccc2)c2c(N)n(Cc3ccccc3)c(=O)[nH]c2=O)c1
10	COc1ccc(N/N=C(\C#N)C(=N)SCc2ccccc2)cc1
4	C=CS(=O)(=O)N(Cc1ccccc1Br)[C@H](CO)Cc1ccccc1
-3	CC(=O)c1ccc(S(=O)(=O)N2CCN(CC(=O)Nc3ccnn3C3CCCC3)CC2)cc1
5	COc1cc(/C=C/CNC[C@H]2O[C@@H](n3cnc(C(N)=O)n3)[C@H](O)[C@@H]2O)ccc1O
5	COc1ccccc1CNC(=O)CN1C(=O)NC(c2ccccc2)(c2ccc(C)c(C)c2)C1=O (stereo unspecified)
3	CCOC(=O)C1(Cc2cccc(Cl)c2)CCCN(C(=O)c2cc(C)on2)C1 (stereo unspecified)
6	COc1ccc(CNCCCNCc2ccc(OC)c(OC)c2)cc1OC
14	CN(C(=O)c1cccc(NC(=O)Cc2ccc(NC(=O)C3CCN(C(=O)C4CCCC4)CC3)cc2)c1)C1CCCC1
10	Cc1cc(Br)ccc1Nc1nc(N)nc(N)c1N=O
60*	Cc1oc2cc(Br)c(O)c(Br)c2c1C(=O)c1ccccc1
2	CC(=O)Nc1ccc(S(=O)(=O)O)c(OC(C)=O)c1
1	NCC1OC(n2cnc3c(N)ncnc32)CC1O (stereo unspecified)
-2	OCCN1CCN(CCO)C1=S
12	CC1CCC(NC(=O)c2cc3c(s2)CS(=O)(=O)C3)CC1 (stereo unspecified)

Following part.
PAFAH2 inh	smiles
-3	COc1ccccc1C(=O)NCCOc1ccc(C)c(C)c1
62*	O=c1[nH][nH]c2c(N=Cc3ccccc3O)ccc(F)c12
6	CN(CC(=O)Nc1c(Cl)cccc1Cl)C(=O)c1ccc2ccccc2n1
2	CN1/C(=C/C(=O)COC(=O)CN2C(=O)C3CC=CCC3C2=O)C(C)(C)c2ccccc21 (stereo unspecified)
8	CC1CC(=Cc2ccc(N)cc2)C(=O)O1 (stereo unspecified)
-4	O=C(NCCc1ccccc1)NC(Cc1ccccc1)C(=O)O (stereo unspecified)
-4	O=C(/C=C/c1ccc(Cl)c([N+](=O)[O-])c1)Nc1ccc(NC(=O)c2ccco2)cc1
3	Nc1nc(=S)c2ncn(C3OC(CO)CC3O)c2[nH]1 (stereo unspecified)
9	CCC(C)c1ccc(S(=O)(=O)N2CCN(C(=O)c3ccc(Cl)c(S(=O)(=O)N4CCOCC4)c3)CC2)cc1 (stereo unspecified)
-3	CN(C)CCNC(=O)c1cccc2nc3cccc(F)c3nc12
3	CC(=O)Nc1ccc2c(c1)[nH]c(=O)c1ccccc12
-8	CCOC(=O)c1cnc(N)nc1-c1ccccc1

The closing 4 records of the section before open the next one:
PAFAH2 inh	smiles
9	CCC(C)c1ccc(S(=O)(=O)N2CCN(C(=O)c3ccc(Cl)c(S(=O)(=O)N4CCOCC4)c3)CC2)cc1 (stereo unspecified)
-3	CN(C)CCNC(=O)c1cccc2nc3cccc(F)c3nc12
3	CC(=O)Nc1ccc2c(c1)[nH]c(=O)c1ccccc12
-8	CCOC(=O)c1cnc(N)nc1-c1ccccc1
1	CC(C)(C)C(=O)C(C(c1ccccc1)N1CCOCC1)N1CCOCC1 (stereo unspecified)
-4	CCN(Cc1nc2ccccc2c(=O)[nH]1)C(=O)c1cccc(OCc2c(C)noc2C)c1
3	O=S(=O)(Nc1ccc(-n2cnnn2)cc1)c1cccc(F)c1
-3	CCOc1ccc(N(CC(=O)Nc2ccccc2OC)S(=O)(=O)c2ccccc2)cc1
7	NNc1cccc(C=Cc2ccccc2)cc1=O
-7	O=C(c1ccccc1)c1ccc(N2CCOCC2)cc1
12	O=C(CNS(=O)(=O)c1ccc(Br)s1)N1CCN(c2ncccn2)CC1
8	Cc1ccc(S(=O)(=O)N(C)c2ccc(OCC(=O)OCc3cccc(Br)c3)cc2)cc1
-12	Cc1cc(-c2ccc(NS(=O)(=O)c3ccccc3)c(C)c2)ccc1NS(=O)(=O)c1ccccc1
12	CCOC(=O)C1(C(N)=O)OC1(c1ccc(Cl)cc1)c1ccccc1Cl (stereo unspecified)
31*	CCc1sc(/C=C(/C#N)C(N)=S)cc1[N+](=O)[O-]
-1	Cc1cnc(C(=O)NCCc2ccc(Cl)cc2)cn1
3	N#Cc1sc2nc(-c3ccccc3)cc(C(F)(F)F)c2c1N
-16	COc1cc(OC)cc(C(=O)NCC(=O)NCCN2C(=O)S/C(=C\c3ccc4c(c3)OCO4)C2=O)c1
-5	Cc1c(Cl)sn(-c2ccc(Cl)cc2)c1=O
5	CN(c1ccc(F)cc1)S(=O)(=O)c1ccc(Cl)c(C(=O)NCC2CCCO2)c1 (stereo unspecified)
83*	COc1cccc(NC(=O)COC(=O)c2ccc3c(c2)OCO3)c1
7	CC1(C)CC(=O)C(=CN2CCN(C(=O)c3ccco3)CC2)C(=O)C1
-9	Nc1ccc(NC(=O)Nc2ccc(N)cc2)cc1
-1	CCN1C[C@@H]2[C@@H]3C(=O)N(C)C(=O)[C@@H]3[C@](Cc3ccccc3)(C1=O)N2C(=O)c1ccc(F)cc1
-2	CN(C)c1ccc(C=c2c3ccccc3n3c2c2c([n+]3C)CCCC2)cc1
-10	Cc1ccc(C)c(NC(=S)N2CCN(S(=O)(=O)c3ccccc3)CC2)c1
8	O=C(O)c1cccc(NC(=O)c2ccccc2)c1
1	O=C(NCc1ccccc1)N1CCOc2ccccc21
5	CC[C@H](C)[C@H]1CNC(=O)C(=O)N1CC1CCN(CC2CCC(C)CC2)CC1 (stereo partly specified)
4	CC1CN(Cc2ccco2)C(=S)N(c2ccccc2)C1=O (stereo unspecified)
-7	CN(CCCS(=O)(=O)[O-])c1ccc(/C=C/c2ccc3ccccc3[n+]2C)cc1
-2	Cc1ccc(OCC(=O)N/N=C/c2ccc3c(c2)OCO3)cc1C
0	CCn1c(=O)cc(SCC(=O)N2CCN(c3ccccn3)CC2)c2ccccc21
0	CN(Cc1ccccc1)C(=O)c1ccc(NC(=O)Cc2ccc(NC(=O)C3CCCN(C(=O)C4CC4)C3)cc2)cc1 (stereo unspecified)
-5	O=C(c1ccccc1)c1cc(Cl)ccc1N1C(=O)C=CC1=O
4	CC(C)[C@H](NC(=O)OCc1ccccc1)C(=O)OCC(=O)N1C(C)CCCC1C (stereo partly specified)
-3	Cc1c(C(=O)NCCCN2CCOCC2)sc2ncnc(N3CCN(c4ccccc4)CC3)c12

In the list so far, these have a furan ring, fused or not.
PAFAH2 inh	smiles
-5	Cc1ccc(CN(C)C(=O)C2CCN(C(=O)Nc3ccccc3)CC2)o1
4	Cc1cc(CCNC=O)c(C)c2c1oc1ccccc12
2	Cc1ccc(-c2nc3c(c(=O)[nH]c(=O)n3Cc3ccccc3)n2Cc2ccccc2)o1
60*	Cc1oc2cc(Br)c(O)c(Br)c2c1C(=O)c1ccccc1
-4	O=C(/C=C/c1ccc(Cl)c([N+](=O)[O-])c1)Nc1ccc(NC(=O)c2ccco2)cc1
7	CC1(C)CC(=O)C(=CN2CCN(C(=O)c3ccco3)CC2)C(=O)C1
4	CC1CN(Cc2ccco2)C(=S)N(c2ccccc2)C1=O (stereo unspecified)
